# Assay outcomes from PubChem.
# PKA-R2B activ – activators of PKA-R2B holoenzyme, primary screen, biochemical, fluorescence polarization, Cy5-IP20, human; cAMP-dependent protein kinase catalytic subunit beta (Homo sapiens) + cAMP-dependent …; PKA-R2B holoenzyme dissociation; R2B truncated from residue 108, S112A mutant; 0% DMSO only, 100% 113 µM cGMP; activation, % at 11.4 µM; 340,000 compounds, 0.079% hits; AID 504700, 2011;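 active = activation above a cutoff set at the mean over all compounds plus 3 SD, cut at about 18% in these data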;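 note: higher means more holoenzyme dissociation and a rise in polarization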
# Target sequence (P31323 whole entry, looked up, other chains not shown, the tested form may be a part): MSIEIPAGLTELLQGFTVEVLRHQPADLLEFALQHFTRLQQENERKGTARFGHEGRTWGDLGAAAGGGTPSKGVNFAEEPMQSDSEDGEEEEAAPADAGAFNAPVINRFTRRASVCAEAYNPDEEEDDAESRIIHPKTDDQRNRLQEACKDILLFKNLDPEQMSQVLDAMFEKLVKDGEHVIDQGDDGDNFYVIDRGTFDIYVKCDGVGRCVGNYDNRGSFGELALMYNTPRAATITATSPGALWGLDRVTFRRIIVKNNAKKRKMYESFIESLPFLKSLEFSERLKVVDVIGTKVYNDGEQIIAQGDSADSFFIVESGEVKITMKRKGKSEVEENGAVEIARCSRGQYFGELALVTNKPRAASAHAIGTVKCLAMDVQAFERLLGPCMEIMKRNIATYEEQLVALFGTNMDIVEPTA
# Arrestin-AP2 inh – inhibitors of beta-arrestin/AP2 binding, primary screen, biochemical, GPCR trafficking, flow cytometry | beta-arrestin 1 C-terminal peptide binding to AP2 beta2-adaptin appendage (human) | inhibition, % at 10 µM | 340,000 compounds, 0.31% hits | FITC-arrestin peptide / GST-AP2 beads; AP2 beta2 appendage carries R879A mutation;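 active = inhibition above a set limit, near 3 SD of compounds lacking own fluorescence, cut at about 54% in these data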;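 note: plate controls were DMSO wells for no effect and 5 µM unlabelled arrestin peptide for full effect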
#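 Measured by: flow cytometry, FL1 (488/535 nm); Material: AP2 appendage R879A on GSH beads; Evaluation: percent response; Timing: pre-incubation 12 min, peptide binding 1 h, room temperature; Also added: 50 nM FITC-arrestin peptide; Medium: PBS with 0.05% Tween 20 and 0.1% BSA.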
# NSD2 HMT inh – NSD2 histone methyltransferase inhibitors, primary screen, biochemical, AlphaScreen, single concentration, set 2 | Histone-lysine N-methyltransferase NSD2 (Homo sapiens), O96028 | NSD2 peptide methylation, 120 min | inhibition, % at 12.5 µM | 310,000 compounds, 0.54% hits; in the data active = inhibition above about 50%
# DAGLB inh – DAGLB lipase inhibitors, primary screen, biochemical, fluorescence, HTS | Diacylglycerol lipase-beta (Homo sapiens), Q8NCG7 | HEK293T DAGLB membrane lysate, EnzChek fluorogenic substrate | inhibition, % at 5.17 µM | 340,000 compounds, 0.059% hits | AID 504411, 2011; in the data active = inhibition above about 34%;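 note: 0% = enzyme with vehicle and 100% = wells lacking enzyme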
# C-LANA FP – inhibitors of KSHV C-LANA binding to DNA, primary screen, biochemical, fluorescence polarization, FAM-LBS DNA, MBP-C-LANA, single point; Kaposi's sarcoma herpesvirus LANA C-terminal domain (residues 932-1162) DNA binding; inhibition, % at 9 µM; 340,000 compounds, 0.078% hits; AID 504423, 2011;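 active = highest replicate inhibition at or above 60% at 9 µM, even if other replicates fall short; inactive = all replicates below 60% inhibition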;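 note: 0% = neutral control wells and 100% = 4 µM acridine orange control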
# PvdQ acylase – P. aeruginosa PvdQ acylase inhibitors, primary screen, biochemical, fluorescence, plate reader and imaging, single point | AID 488965, 2010 | purified PvdQ acylase | 340,000 compounds, 0.063% hits | inhibition, % at 10 µM | PvdQ acylase [Pseudomonas aeruginosa LESB58]; in the data active = inhibition above about 30%, passing the limit was not always enough;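 note: 0% = vehicle neutral wells and 100% = reference inhibitor wells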
# Keap1-Nrf2 PPI – Keap1-Nrf2 protein-protein interaction inhibitors, primary screen, biochemical, fluorescence polarization, single point. Kelch-like ECH-associated protein 1 (Homo sapiens), Q14145. Keap1 Kelch-Nrf2 peptide fluorescence polarization, 1536-well. inhibition, % at 9.4 µM. 340,000 compounds, 0.15% hits; in the data active = inhibition above about 12%;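 note: human Keap1 Kelch domain with fluorescein labeled Nrf2 9mer peptide probe; 0% = neutral control wells and 100% = peptide positive control; higher means more block of Keap1 binding to Nrf2 peptide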
# SR-BI HDL uptake – inhibitors of SR-BI mediated HDL lipid uptake, primary screen, ldlA[mSR-BI] cells, fluorescence, single point; Scavenger receptor class B member 1 (Mus musculus), Q61009; ldlA[mSR-BI] CHO cells, DiI-HDL uptake fluorescence, 3 h; inhibition, % at 12.5 µM; 320,000 compounds, 0.96% hits; AID 488896, 2010;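 active = mean replicate inhibition of at least 70% and a set share of replicates each scoring 70 or more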;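 note: 0% = median of neutral control wells and 100% = median of positive control wells; values of inactives mirror those of a sister screen read the other way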
# Target sequence (Q61009 whole entry, looked up): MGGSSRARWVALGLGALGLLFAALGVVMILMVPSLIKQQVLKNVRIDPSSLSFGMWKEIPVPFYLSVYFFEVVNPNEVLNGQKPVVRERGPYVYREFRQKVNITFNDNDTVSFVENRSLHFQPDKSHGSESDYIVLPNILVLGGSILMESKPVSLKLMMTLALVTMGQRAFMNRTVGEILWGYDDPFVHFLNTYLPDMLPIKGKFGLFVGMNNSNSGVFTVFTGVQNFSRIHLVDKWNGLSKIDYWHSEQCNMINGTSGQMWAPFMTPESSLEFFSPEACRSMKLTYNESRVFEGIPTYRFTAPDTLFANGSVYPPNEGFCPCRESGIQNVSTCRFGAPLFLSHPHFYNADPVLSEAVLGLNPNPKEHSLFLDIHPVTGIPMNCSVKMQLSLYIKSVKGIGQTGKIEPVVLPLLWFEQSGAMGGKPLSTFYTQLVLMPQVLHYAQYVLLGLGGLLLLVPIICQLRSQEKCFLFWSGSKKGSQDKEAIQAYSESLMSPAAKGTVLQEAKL
# RTF Ca sens inh – cardiac RTF calcium sensitivity inhibitors, primary screen, biochemical, IANBD-TnC fluorescence, EC70 calcium; Troponin I, cardiac muscle (Homo sapiens) + Troponin T, cardiac muscle (Homo sapiens) + …; inhibition, % at 7.15 µM; 340,000 compounds, 0.12% hits; AID 493244, 2011; IANBD-labeled cardiac RTF, Ca2+ fluorescence;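 active = inhibition above the mean inhibition of all tested compounds plus 3 SD, cut at about 17% in these data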;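 note: assay run at fixed EC70 calcium of 1.6 mM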
# SR-BI DiI-HDL act – activators of SR-BI mediated DiI-HDL uptake, primary screen, ldlA[mSR-BI] CHO cells, DiI fluorescence | 320,000 compounds, 0.096% hits | 3 h; 100 = double the neutral-control signal | AID 504775, 2011 | activation, % at 12.5 µM;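 active = mean replicate activation of at least 60% and every replicate at or above 60%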;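 note: 0% = median plate neutral-control signal and 100% = twice that signal; values of inactives mirror those of a sister screen read the other way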
#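 Test system: SR-BI-overexpressing, LDLR-lacking CHO cells. Measured by: DiI fluorescence, bottom read. Medium: Ham's F12 with 0.5% BSA, HEPES 25 mM, pH 7.4. Timing: 3 h uptake period with compound, 37 °C.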
# An asterisk follows results filed as active; . = not tested or not shown; & = joins results of further samples.
PKA-R2B activ	Arrestin-AP2 inh	NSD2 HMT inh	DAGLB inh	C-LANA FP	PvdQ acylase	Keap1-Nrf2 PPI	SR-BI HDL uptake	RTF Ca sens inh	SR-BI DiI-HDL act	SMILES
-3.3	-9.3	-0.1	-2.0	0.9	-10.4	1.2	3.2	-8.5	-3.2	COc1ccc(CC(=O)Nc2ccc(S(=O)(=O)N3CCC(C)CC3)cc2)c(OC)c1
0.3	9.3	0.8	-7.2	-2.3	-4.3	-0.8	0.1	1.4	-0.1	Cc1cc(C(=O)N2CCC(Cc3ccccc3)CC2)no1
0.6	17.7	-2.7	-0.3	-0.9	7.9	-0.4	76.1*	2.9	-76.1	CCOc1ccccc1NC(=O)Nc1cc(OC)ccc1OC
-3.4	10.1	-1.8	3.4	1.1	1.1	-4.8	-27.9	1.4	27.9	O=C(CSc1nc2ccccc2o1)N1CCN(C(=O)c2ccco2)CC1
-7.4	34.1	-1.3	-1.7	-1.0	4.0	4.1	1.5	-3.9	-1.5	Cc1ccsc1-c1nc(CN(C)C(C2CC2)C2CC2)c(C)o1
3.2	8.3	-0.5	0.6	-0.1	-9.2	1.0	-15.9	-0.8	15.9	Cc1n[nH]c(=S)n(/N=C/c2cccs2)c1=O
-11.1	7.4	-0.2	-3.2	2.7	6.1	2.4	-0.2	-13.2	0.2	CCCS(=O)(=O)c1c(S(=O)(=O)CCC)c2cnccn2c1C(=O)c1ccc(CC)cc1
-7.8	16.1	-1.4	0.2	0.4	-12.6	-1.8	10.9	-2.6	-10.9	Cc1ccccc1C(=O)NCC(=O)Nc1ccc(C)c(S(=O)(=O)N2CCCCCC2)c1
2.8	0.1	1.1	-1.0	-0.5	-8.7	2.0	64.3	2.2	-64.3	Cc1cccc2cc(COC(=O)COc3ccccc3)c(=O)[nH]c12
-2.1	17.3	-2.6	-2.6	-1.2	-18.9	0.0	3.0	-5.3	-3.0	CN(CCCC(=O)Nc1ccc(Br)cc1F)S(=O)(=O)c1ccccc1
0.2	-1.0	-2.4	0.1	2.3	-4.3	-1.0	-37.6	-26.0	37.6	CC1/C(=N/O)CC(c2ccco2)NC1c1ccco1 (centres undefined)
2.0	1.1	2.1	-2.8	-0.4	-14.3	4.2	4.1	-8.0	-4.1	Cc1ccc(-c2c[n+](=O)c3c(n2[O-])CCC3)cc1
-7.7	15.3	4.2	-3.5	0.1	6.6	-2.0	0.2	-1.5	-0.2	O=C(COC(=O)c1ccccc1O)Nc1ccc(N2CCOCC2)cc1
-1.9	-1.4	.	0.7	0.2	4.8&16.2	-3.3	-2.0&-5.5	15.3	2.0&5.5	CC1CCCC(C)N1NC(=O)c1ccc(Cl)c(S(N)(=O)=O)c1 (centres undefined)
5.8	1.6	3.2	-2.9	-2.7	-1.0	-0.4	-8.3	0.5	8.3	CCC(C)N1C(=O)N(c2cccc(Cl)c2)C(C)(O)CC1(C)C (centres undefined)
-2.3	-4.7	-1.6	1.7	2.1	-12.1	-3.4	12.5	-43.9	-12.5	C=CCOC(=O)C1=C(C)Nc2nnnn2C1c1cccc(OC)c1OC (centres undefined)
-7.7	-1.9	1.9	-0.6	-0.4	-14.8	-5.0	-17.1	0.0	17.1	Cc1ccc(NC(=O)C(CC(C)C)NC(N)=O)cc1 (centres undefined)
2.1	7.8	1.0	4.8	1.0	-6.4	1.1	-5.1	-19.5	5.1	CC(=O)Nc1ccc(-n2c(C)nc(=O)c(-c3ccccc3)c2C)cc1
3.8	21.7	4.5	8.8	-0.5	-1.2	1.0	-13.8	-1.6	13.8	Cc1sc(NC(=O)C2CCCCC2C(=O)O)c(C(N)=O)c1-c1ccc(C(C)C)cc1 (centres undefined)
-17.2	-2.6	-1.8	3.1	-5.7	-19.8	-8.0	-8.9	-0.2	8.9	Cc1ccc(C(C)C)cc1OCC(=O)NCCCn1ccnc1
-13.5	1.1	-0.7	-3.5	-2.0	8.8	0.9	-21.5	-5.5	21.5	OCC(O)/C=N/Nc1nc(N2CCCCC2)nc(N2CCCCC2)n1 (centres undefined)
2.0	-1.5	-1.4	1.5	0.3	-8.5	-0.6	-2.8	-5.8	2.8	COC(=O)c1ccc(-c2ccc(/C=N/NC(=O)CC3(C)OCCCO3)o2)cc1
0.1	-0.4	-1.1	-1.3	-1.2	-1.6	3.1	21.8	-3.6	-21.8	CCOc1ccc(CCNC(=O)CCCN2C(=O)c3ccccc3C2=O)cc1OCC
-2.9	31.4	0.1	-1.6	0.3	9.8	0.3	-14.3	-2.3	14.3	COc1ccc(C(=Cc2ccccc2[N+](=O)[O-])C(=O)O)cc1
13.2	15.6	0.4	6.5	2.4	4.5	-1.0	-14.8	-3.9	14.8	CCC1=NN(C(=O)C(=O)Nc2ccc(Br)cc2)C(O)(C(F)(F)F)C1 (centres undefined)
-3.2	13.1	0.4	-1.5	-0.7	-16.6	-5.4	35.3	-5.9	-35.3	COc1ccc(C(=O)COC(=O)c2sc(C)nc2C)cc1F
0.0	-3.5	-1.6	-0.2	-0.3	2.3	-7.5	-2.3	-5.1	2.3	Cc1ccc(C(=O)COC(=O)CNC(=O)c2ccccc2)s1
7.4	4.8	-3.0	-0.6	2.4	-9.2	0.5	-18.9	-2.1	18.9	CCCCN(c1ccccc1)c1ncnc(N)c1[N+](=O)[O-]
-2.7	43.8	0.8	4.5	-2.4	4.2	0.1	-12.4	-14.8	12.4	CCc1cccc(OCC(=O)Nc2ccc(C(=O)O)cc2NC(=O)COc2cccc(CC)c2)c1
3.8	20.2	-2.7	-1.0	0.6	0.8	-5.3	58.2	0.2	-58.2	O=C(CCCn1c(=O)c2cccn2c2cccnc21)N1CCN(c2ccccc2F)CC1
-4.5	24.4	4.8	7.2	-1.8	-4.2	-1.3	12.0	-2.7	-12.0	Cc1cccc(C2Nc3cccc4cccc(c34)N2)c1
2.0	9.8	2.1	-2.8	0.5	-18.9	-0.9	20.3	-8.5	-20.3	O=S(=O)(c1ccc2nc(N3CCN(c4ccc(F)cc4)CC3)ccc2c1)N1CCCCC1
-3.2	-1.9	-0.1	-3.6	0.5	-6.7	-5.5	.	6.1	.	CC(C)c1ccc(NS(=O)(=O)c2ccc(-n3cccn3)cc2)cc1
10.6	4.3	3.8	-1.4	0.5	0.9	-1.0	7.3	0.9	-7.3	CC1CC(C)CN(CCCNS(=O)(=O)c2cc(Br)cc3c2N(C(=O)C2CC2)CC3)C1 (centres undefined)
-5.9	-1.7	0.7	0.1	-0.9	-12.1	-3.2	-4.2	12.8	4.2	COc1ccc(C(=O)N2CCOC2CNC(=O)C(=O)NCc2ccco2)cc1 (centres undefined)
-13.0	-1.1	-0.2	3.1	-0.8	-5.3	-0.9	-29.3	3.5	29.3	Nn1c(SCC(=O)NNC(=O)c2ccccc2)nnc1-c1ccccc1F
0.9	6.3	-4.7	1.6	-1.3	-5.4	0.1	0.5	-12.9	-0.5	COc1ccc(C(=O)CSc2n[nH]c(=O)[nH]c2=O)cc1
0.8	5.8	0.1	0.0	0.6	-11.0	-4.2	53.2	-0.9	-53.2	O=C1COc2ccc(-c3csc(=Nc4ccc(OC(F)F)cc4)n3CC3CCCO3)cc2N1 (centres undefined)
7.0	9.1	-0.2	-2.5	-0.9	-5.7	-0.7	16.4	7.5	-16.4	COc1ccc(C(=O)Nc2cc(C(F)(F)F)ccc2-n2cncn2)cc1
-10.1	8.3	2.1	-1.4	0.1	-2.7	0.0	-2.6	4.2	2.6	Clc1cc(Cl)cc(Nc2ncn[nH]2)c1
-2.7	-0.1	.	0.4	0.4	-9.7	-1.9	6.5	-10.7	-6.5	NCC(=O)CCC(=O)O
7.8	17.6	-2.0	1.3	0.2	3.1	1.6	-5.3	-7.4	5.3	COc1ccccc1CNC(=O)C1CCN(S(=O)(=O)c2ccc3nc4c(c(C(=O)O)c3c2)CCCC4)CC1
-2.4	8.0	-6.0	1.4	-0.9	-5.4	-3.1	3.4	-3.5	-3.4	CCCn1c2ccccc2c2cnn(CC(=O)N(CC)CC)c(=O)c21
3.5	8.2	3.4	2.8	0.6	-1.0	2.6	-5.2	-7.2	5.2	CSCCC(NS(=O)(=O)c1ccc(C)cc1)C(=O)NCCc1c[nH]c2ccccc12 (centres undefined)
-8.2	-4.5	.	-8.8	0.6	-11.5	-0.6	-14.6	3.0	14.6	Cc1ccc(S(=O)(=O)N2CCC(=O)N(C(COCc3cccc(C)c3)C(C)C)CC2)cc1 (centres undefined)
5.3	8.9	8.8	0.8	-3.4	-11.4	2.1	-26.9	1.6	26.9	[O-][n+]1cccc2cccc(O)c21
1.9	9.9	-2.2	-1.1	-1.0	-7.4	-0.6	-40.7	0.6	40.7	Cn1c(=O)c2c(nc(SC3C(=O)CC(C)(C)CC3=O)n2C)n(C)c1=O
5.6	6.6	.	1.6	-1.1	-8.6	-6.1	-2.9	3.8	2.9	CC1CC2C3CCC4=CC(=O)C=CC4(C)[C@@]3(Cl)C(O)CC2(C)C1(O)C(=O)CO (some centres undefined)
-3.3	3.5	.	0.8	-1.4	-11.8	-5.2	21.6	-4.2	-21.6	COc1ccc(-n2c(-c3ccc(C)cc3)n[nH]c2=S)cc1
-1.1	3.0	2.0	-2.1	-0.5	-2.2	-0.1	-28.6	-11.1	28.6	O=C(NC1CCCCCCC1)C1CCN(S(=O)(=O)N2CCC3(CC2)OCCO3)CC1
4.6	-1.4	30.5	-0.2	-0.7	-1.5	2.9	6.2	7.2	-6.2	Fc1ccc(NC(=S)Nc2cccc3cnccc23)cc1
-1.7	5.9	13.6	-1.8	-2.9	2.2	5.3	6.3	3.6	-6.3	CCc1nnc(NC(=O)CCC(=O)NCc2ccccc2OC)s1
